C2C12 statin: suppressors of statin myotoxicity in C2C12 myotubes, primary screen, cell-based, single point, plate reader; hit rate 0.78% among 330,000; rescue of ATP level, % at 7.49 µM; AID 602340, 2012; C2C12 myotubes + simvastatin, ATP luminescence, 48 h; scaled: DMSO 0, geranylgeraniol control 100;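 active means mean ATP rescue above about 67%, or every replicate alone reaching that limit, limit read from the data, passing the limit was not always enough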;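 further: myotubes were challenged with 10 µM simvastatin during compound exposure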
Cneo AK release: Cryptococcus neoformans cell lysis inducers, primary screen, AK release luminescence, single concentration; C. neoformans lysis, adenylate kinase release luminescence, 4 h; normalised: neutral wells 0, clomiphene wells 100; lysis activity, % at 15 µM; hit rate 0.2% among 360,000;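 active means mean lysis activity across replicates of at least 80%, whatever share of replicates individually reach that level; inactive means mean lysis activity below 80%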
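Test system: log-phase Cryptococcus neoformans yeast cells; Quantity: yeast cell density of 5 × 10^6 cells/mL; Buffer or medium: YPD; Doses: single compound concentration per well; Timing: 4 h at 37 °C static, read 1 h later; Measured by: AK luminescence; Read-out basis: lysis from increased AK signal; Control set: Clomiphene as positive control.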
LGR2 inh: inhibitors of bursicon-induced LGR2 CRE-luciferase signal, primary screen, cell-based, HEK293, CRE-luciferase reporter, bursicon stimulation; Drosophila bursicon receptor LGR2 (rickets); bursicon-stimulated, 4 h; inhibition, % at 9.99 µM; hit rate 0.35% among 380,000; AID 720647, 2013;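 active means drop in luminescence signal, shown as inhibition above about 50% in the replicate tests, limit read from the data, passing the limit was not always enough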;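 further: agonist challenge used bursicon conditioned medium at about half maximal strength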
PGC1a acetyl inh: inhibitors of PGC1a acetylation signal, primary screen, cell-based, U2OS, AlphaScreen, inhibitor mode; AlphaScreen anti-acetyl-lysine; with virally co-expressed GCN5 acetyltransferase; inhibition, % at 15.6 µM; hit rate 0.17% among 350,000; AID 651687, 2012;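 active means every replicate shows inhibition of at least 40%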;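 further: 0% = neutral control wells and 100% = positive control wells; some results beyond the cut were filed as inactive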
ARNT-TACC3 inh: disruptors of ARNT/TACC3 protein interaction, primary screen, biochemical, AlphaScreen, single concentration | AlphaScreen His-ARNT PAS-B/GST-TACC3 binding, luminescence; TACC3 fragment carries E629A point mutation | inhibition, % at 9.99 µM | hit rate 0.66% among 390,000 | AID 623870, 2012;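 active means mean inhibition of replicates at least 50% and at least half of replicates each reaching 50%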;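 further: 0% = complete ARNT plus TACC3 wells and 100% = ARNT alone without TACC3; many hits fall short of the cut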
PglD DTNB: C. jejuni PglD acetyltransferase inhibitors, primary screen, biochemical, DTNB colorimetric, single point; inhibition, % at 12.5 µM; AID 602405, 2012; hit rate 0.098% among 360,000; purified PglD enzyme, DTNB colorimetric CoA detection; in the data active means inhibition above about 16%, passing the limit was not always enough; further: strong numbers were not always called active
PAX8 inh HTS: inhibitors of PAX8-driven TPO luciferase reporter, primary screen, RMG-I cells, single concentration; hit rate 1.2% among 360,000; AID 652154, 2013; inhibition, % at 12.6 µM; SteadyGlo, 24 h;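 active means mean replicate inhibition at least 60% with every replicate also reaching 60%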;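 further: luciferase light reporting Pax8 driven TPO promoter activity; plate controls were median of neutral control wells for no effect and mitoxantrone controls for full effect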
INS-1E GSIS act: GLuc luminescence reporter in INS-1E cells, primary screen for activators of glucose-dependent secretion of insulin. INS-1E GLuc reporter insulin secretion, 2-3 h. activation, % at 16.6 µM. hit rate 0.61% among 370,000;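 active means lowest replicate activation of at least 40%, so every replicate reaches that level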;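 further: 0% = median of neutral control wells and 100% = median of IBMX positive control wells; some compounds called inactive have numbers as strong as hits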
* marks the source's active call; other numbers are inactive results; . = no result given. Some of the compounds tested; rates above refer to the full screens.

Results follow in this order: C2C12 statin, Cneo AK release, PglD DTNB, INS-1E GSIS act, PGC1a acetyl inh, PAX8 inh HTS, ARNT-TACC3 inh, LGR2 inh
O=C(Cc1ccccc1)N1CCCCN2[C@H](CO)[C@@H](c3ccc(C#Cc4ccccc4)cc3)[C@H]2C1
    ., 46, -4, -8, -5, -3, -20, -6
O=C(Cn1cnc2ccccc2c1=O)NCCC(=O)N1CCC2(CC1)OCCO2
    7, 3, 4, ., -1, -1, -1, .
O=C(Cc1ccccn1)N1CCCCN2[C@H](CO)[C@H](c3ccc(Br)cc3)[C@@H]2C1
    20, 2, 0, 19, 2, 2, -2, -4
CC(C(=O)c1c[nH]c2ccccc12)N1CCSCC1 (configuration not stated)
    14, -2, -6, 7, 2, ., -1, 3
O=C(CN1CC(c2ccccc2)CC1=O)Nc1ccccc1 (configuration not stated)
    3, 0, -3, 9, 1, 9, ., 10
Cc1cc(-c2cc(C)c(N)c(C)c2)cc(C)c1N
    -1, -2, 3, 25, -7, ., ., -19
COCCOC(=O)c1c(N)n(Cc2ccco2)c2nc3ccccc3nc12
    -6, 2, -2, ., 12, ., 62*, .
Cc1ccc(CNCCc2ccc(F)cc2)s1
    -1, 2, 4, 3, -3, 7, -1, -3
C[C@]12CCC3C(CC[C@H]4[C@H](O)[C@H](O)CC[C@]34C)C1CC[C@@H]2O (some centres not stated)
    5, -1, -1, ., -6, 1, -3, -4
CC(Cc1ccccc1)NC=O (configuration not stated)
    13, 0, -3, 4, 7, ., -4, -2
Cc1ccccc1NP(=O)(Oc1ccccc1F)Oc1ccccc1F
    ., 3, 1, -6, -6, 23, -3, -2
C=C1C2C[C@H](O)C(C)(C)[C@@]2(O)[C@H](O)C[C@]23C[C@@](C)(O)[C@H](CC[C@H]12)[C@H]3OC(C)=O (some centres not stated)
    5, 3, -1, 22, 13, -3, 0, -9
COC(=O)C1=C(c2ccc(-c3ccccc3)c(F)c2)C[C@@H]2CC[C@H]1N2C(=O)NCCOc1ccccc1Cl
    2, 0, -5, -1, 3, 14, -7, 25
COC(=O)C1=C(c2ccc(C(C)=O)cc2)C[C@@H]2CC[C@H]1N2C(=O)N1CCCC1
    9, 1, 1, 15, 13, -3, 0, 3
CCN(CC)C(=O)c1ccc(NC(=O)c2cccc(S(=O)(=O)N3CCN(C)CC3)c2)cc1
    -2, 1, -1, -2, ., 0, ., -1
O=C1C2CC(CN3CCCCC23)C2CCCCN12 (configuration not stated)
    8, 0, 0, ., 1, ., ., .
Cn1nccc1C(=O)N1CCC2(CC1)OCCO2
    ., 0, 3, 20, 5, -1, -3, 9
COc1ccc(C#Cc2ccc([C@@H]3[C@@H](CO)N4CCCCN(C(=O)Cc5cccnc5)C[C@H]34)cc2)cc1
    ., 6, 3, -24, 6, 17, 28, 1
CCC(=NCCc1c[nH]c2ccccc12)c1c(O)n(C)c(=O)n(C)c1=O
    2, 2, -6, -30, 4, ., -6, 32
CC(N=Cc1c(O)[nH]c(=O)[nH]c1=O)c1ccccc1 (configuration not stated)
    6, 1, -5, ., -4, ., 3, .
CCC(=O)OC1(c2ccccc2)C(C)CN(C)CC1C (configuration not stated)
    1, 0, -3, -4, 3, 7, -1, -11
Cc1c(N=Nc2c(O)n(Cc3ccccc3)c(=O)[nH]c2=O)c(=O)n(-c2ccccc2)n1C
    ., -1, 5, -1, ., 2, 62*, -12
COC(=O)CCCCC1SCC(NC(=O)c2ccccc2)C1Cl (configuration not stated)
    8, 1, 2, 4, ., 20, -1, -4
COc1ccccc1CN1CCN(C(=O)COc2ccc3ccccc3c2)CC1
    3, 6, 10, -23, ., 14, -2, -6
COCCNC(=O)N1[C@H]2CC[C@@H]1C(C(=O)OC)=C(c1ccc(-c3ccccc3)c(F)c1)C2
    5, 0, -2, ., ., 7, 2, 27
O=C1NC(=O)N(Cc2ccc(F)cc2)C(=O)/C1=C\c1ccoc1
    ., 2, -2, -20, -5, 3, 6, -10
COc1ccc(-c2ccc([C@@H]3[C@@H](CO)N4CCCCN(C(=O)Cc5ccncc5)C[C@H]34)cc2)cc1
    8, 3, -2, -9, 2, 12, 6, -5
O=C(/C=C/c1ccc(Cl)cc1)NC(=S)N1C[C@H]2C[C@H](C1)c1cccc(=O)n1C2
    -1, 0, -1, ., 2, ., -3, .
O=Cc1cn(Cc2ccc([N+](=O)[O-])cc2)c2ccccc12
    ., ., ., 10, ., 7, -1, 5
COc1ccc(-c2nn(CCC#N)cc2C(=O)Nc2ccccc2Br)cc1
    17, -1, -7, 12, ., -21, -14, 6
C[C@]12CCC(=O)C=C1CC[C@@H]1[C@@H]2C(=O)C[C@]2(C)C(=O)CC[C@@H]12
    -5, 3, 1, ., 2, -9, -2, -5
COC(=O)[C@@H]1[C@@H](CO)[C@@H]2Cn3c(ccc(-c4cccc(F)c4)c3=O)[C@H]1N2Cc1ccncc1
    1, -1, -3, 6, 1, -6, -12, -11
Cc1cc(C)cc(N2C(=O)/C(=C\c3ccc(N4CCN(C)CC4)o3)C(=O)NC2=S)c1
    ., 4, 76*, ., -1, -27, ., .
CCNc1cc(N2CCN(C)CC2)ccc1[N+](=O)[O-]
    4, 0, -3, -5, -3, 2, -1, 6
O=C(Cc1ccccn1)N1CCCCN2[C@@H](CO)[C@@H](c3ccc(-c4ccccc4)cc3)[C@@H]2C1
    ., -1, 2, -13, 4, -9, 5, 5
CN1CCCN(C(=O)COc2cccc(C(F)(F)F)c2)CC1
    10, 0, 4, -3, ., -17, -31, 8
CCCC(C)C1(CC)C(=O)NC(=Nc2ccccc2)NC1=O (configuration not stated)
    0, 3, 0, ., 5, 14, -10, .
O=P(Nc1c(Cl)cccc1Cl)(c1ccccc1)c1nc2c(s1)CCCC2 (configuration not stated)
    5, -7, 3, ., 3, ., -4, .
CC(C)Oc1ccc(CCN)cc1Cl
    ., 1, 4, ., 1, 35, 10, -4
CN(CC=CCN(C)P(=S)(N1CC1)N1CC1)P(=S)(N1CC1)N1CC1
    11, ., ., -8, 1, 2, 10, -12
CCC1C(C#N)=C(N)Oc2c1c(=O)oc1ccccc21 (configuration not stated)
    -3, -3, 8, -16, ., 6, 0, 1
COC(=O)C1=C(c2ccc(OC(F)(F)F)cc2)C[C@@H]2CC[C@H]1N2C(=O)NCc1cccc2ccccc12
    0, 5, 8, -10, -10, 12, 1, -2
CC(C)Oc1cccc(C(=O)C2CCCN(Cc3ccon3)C2)c1 (configuration not stated)
    2, 0, 4, -5, ., -11, 3, -10
O=c1c2ccccc2nc(-c2ccco2)n1-c1nccs1
    -1, 0, 3, ., 1, 6, -11, .
CN1C[C@H](CNC(=O)OCc2ccccc2)C[C@@H]2c3cccc4c3c(cn4C)C[C@H]21
    4, -4, -5, ., -4, 4, 8, .
CC(Cc1ccccc1)NC(=O)/C=C/c1ccc(Cl)cc1 (configuration not stated)
    ., ., ., -15, ., -21, 4, -52
CCOC(=O)c1ccc(N=C(C)c2c(O)[nH]c(=O)[nH]c2=O)cc1
    ., 5, 1, 14, 9, 11, -1, -9
O=c1[nH]c(O)c(C=Nc2ccccc2Oc2ccccc2)c(=O)[nH]1
    -6, 1, 2, 5, -17, 1, -26, -14
O=C(Nc1ccccc1OC(=O)N1CCOCC1)N1CCOCC1
    13, 0, -5, ., 15, ., 1, .
CC[C@H]1CC2CN3CCc4c([nH]c5cc(OC)ccc45)[C@](C(=O)OC)(C2)[C@H]13
    -7, -1, 0, ., 2, ., ., .

4 entries from above in a different format.
> CCC1C(C#N)=C(N)Oc2c1c(=O)oc1ccccc21 (configuration not stated)
  C2C12 statin: -3	Cneo AK release: -3	PglD DTNB: 8	INS-1E GSIS act: -16	PGC1a acetyl inh: .	PAX8 inh HTS: 6	ARNT-TACC3 inh: 0	LGR2 inh: 1
> O=C(Nc1ccccc1OC(=O)N1CCOCC1)N1CCOCC1
  C2C12 statin: 13	Cneo AK release: 0	PglD DTNB: -5	INS-1E GSIS act: .	PGC1a acetyl inh: 15	PAX8 inh HTS: .	ARNT-TACC3 inh: 1	LGR2 inh: .
> CN1C[C@H](CNC(=O)OCc2ccccc2)C[C@@H]2c3cccc4c3c(cn4C)C[C@H]21
  C2C12 statin: 4	Cneo AK release: -4	PglD DTNB: -5	INS-1E GSIS act: .	PGC1a acetyl inh: -4	PAX8 inh HTS: 4	ARNT-TACC3 inh: 8	LGR2 inh: .
> O=c1[nH]c(O)c(C=Nc2ccccc2Oc2ccccc2)c(=O)[nH]1
  C2C12 statin: -6	Cneo AK release: 1	PglD DTNB: 2	INS-1E GSIS act: 5	PGC1a acetyl inh: -17	PAX8 inh HTS: 1	ARNT-TACC3 inh: -26	LGR2 inh: -14

Later entries
Results follow in this order: C2C12 statin, Cneo AK release, PglD DTNB, INS-1E GSIS act, PGC1a acetyl inh, PAX8 inh HTS, ARNT-TACC3 inh, LGR2 inh
CC[N+](CC)(CC)CCCCCCCCCC[N+](CC)(CC)CC
    23, 1, 1, 14, 5, ., 3, 1
O=C(c1ccco1)c1cn(Cc2ccccc2Cl)c2ccccc12
    25, ., ., 38, -5, ., -17, -6
COc1ccc(CCn2c(O)c(C=NCCCO)c(=O)[nH]c2=O)cc1OC
    -13, -11, 4, ., 11, ., -6, .
O=C(O)c1cccc2nc3ccccc3nc12
    4, -1, 2, -3, 8, ., -22, -1
CCCC1=C(C(=O)OCC)C2(C(=O)Nc3ccccc32)C(C#N)=C(N)O1 (configuration not stated)
    -2, 1, 7, ., -13, -6, -1, .
CCOC(=O)c1sc(/N=C/c2c(O)n(-c3cccc(C)c3)c(=O)[nH]c2=O)c(C#N)c1C
    5, 0, -6, -8, ., 4, -4, -8
CCOC(=O)c1c(C)n(Cc2ccco2)c2ccc(OC)cc12
    -4, -1, 6, ., ., ., 3, .
CNC1(c2ccccc2Cl)CCCCC1=O (configuration not stated)
    8, -1, 1, -1, 1, ., -5, 7
CN(C)C(Cc1ccccc1)C(=O)c1ccc(-c2ccccc2)cc1 (configuration not stated)
    17, 1, -4, 5, -7, ., -14, -15
COC(=O)C1=C(c2ccc(C(C)=O)cc2)C[C@@H]2CC[C@H]1N2C(=O)NCCNC(C)=O
    8, 1, -1, -7, -1, 0, -9, -4
Nc1ccc(Sc2ccc(N)cc2)cc1
    -4, -1, -3, ., -2, -6, 1, .

Screening data from PubChem.
